PI4K2A block: inhibitors of human PI4K2A; hit rate 0.13% among 420,000; activity change, negative = inhibition, % at 76.9 µM; purified PI4K2A, ADP-Glo luminescence, 1 h; stronger effect = lower value; Q9BTU6; in the data active means activity change below about -50%; inconclusive means mostly about -30% to -49%;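 further: -100% = wells without enzyme as full effect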
Target sequence (Q9BTU6 whole entry, looked up): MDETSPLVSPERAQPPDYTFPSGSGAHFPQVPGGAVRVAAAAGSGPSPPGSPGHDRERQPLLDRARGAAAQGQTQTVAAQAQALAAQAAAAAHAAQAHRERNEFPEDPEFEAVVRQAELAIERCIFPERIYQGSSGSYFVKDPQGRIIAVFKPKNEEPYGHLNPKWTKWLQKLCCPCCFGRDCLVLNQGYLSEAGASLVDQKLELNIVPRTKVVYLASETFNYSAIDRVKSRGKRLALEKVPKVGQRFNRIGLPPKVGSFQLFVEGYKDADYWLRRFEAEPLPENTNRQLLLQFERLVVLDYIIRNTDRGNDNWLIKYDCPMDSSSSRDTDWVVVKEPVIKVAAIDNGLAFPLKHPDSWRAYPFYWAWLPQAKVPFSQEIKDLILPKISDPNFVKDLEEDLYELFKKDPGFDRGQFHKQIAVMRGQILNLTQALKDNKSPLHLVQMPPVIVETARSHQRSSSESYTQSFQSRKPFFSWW
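PI4K2A activity was measured by ADP-Glo luminescence: enzyme (4 ug/mL stock) and phosphatidylinositol (1.2 mM stock) in Tris pH 7.5/MgCl2/EGTA/Triton X-100 buffer were reacted with ATP (300 microM stock) for one hour at ambient temperature.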
IDH1 R132H inh: blocks human mutant IDH1 R132H enzyme | O75874 | hit rate 0.093% among 390,000 | Potency, µM (top dose mostly 76.6 µM), inactives show at the top dose activity change, negative = inhibition, hits mostly inhibitors | IDH1-R132H enzyme, NADPH consumption, diaphorase/resazurin fluorescence | AID 602179; further: potency means the concentration at half of the fitted maximal effect; on the % scale 0 is the no-effect control and ±100 the full control effect; nearly all actives have a fitted effect of over 65% in size
Target sequence (O75874 whole entry R132H, stated change not applied): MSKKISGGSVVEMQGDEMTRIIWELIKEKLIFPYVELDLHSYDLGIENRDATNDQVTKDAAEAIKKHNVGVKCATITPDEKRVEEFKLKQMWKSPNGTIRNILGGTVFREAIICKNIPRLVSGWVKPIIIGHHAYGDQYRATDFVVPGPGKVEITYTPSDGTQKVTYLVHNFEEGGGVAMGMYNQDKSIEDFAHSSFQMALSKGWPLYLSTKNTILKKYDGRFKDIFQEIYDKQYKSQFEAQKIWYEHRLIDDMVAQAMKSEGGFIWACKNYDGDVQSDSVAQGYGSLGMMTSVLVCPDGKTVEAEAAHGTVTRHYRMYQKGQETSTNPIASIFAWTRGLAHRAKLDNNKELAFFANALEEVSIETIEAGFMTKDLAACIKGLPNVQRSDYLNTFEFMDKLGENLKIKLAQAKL
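IDH1-R132H (0.5 ug/mL dispensed) in pH 7.5 Tris buffer was preincubated 30 min with compound, then given a substrate mix of 0.016 mM NADPH and 2 mM alpha-KG for 80 min at room temperature; remaining NADPH was read by diaphorase/resazurin fluorescence.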
Vif-A3G inh: inhibitors of Vif-APOBEC3G interaction. Q9HC16. HeLa A3G-eYFP + Vif (tagged APOBEC3G with the HIV-1 protein that degrades it), YFP fluorescence, overnight. Potency, µM (titrated, usually from 46.1 µM), for the others: at the top dose activity, negative = active, actives largely listed as inhibitors. hit rate 0.076% among 410,000. AID 602310;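 further: potency means the concentration at half of the fitted maximal effect; on the % scale 0 is the no-effect control and ±100 the full control effect; nearly all actives have a fitted effect of over 60% in size; hits raise eYFP signal because A3G escapes Vif-driven loss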
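Read-out is eYFP fluorescence (Ex 488/Em 500-530) from Vif-expressing HeLa A3G-eYFP cells; more signal means A3G escaped Vif-mediated degradation. Cells plated overnight, compound pinned in, incubated overnight at 37 deg C.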
Vif-A3F inh: inhibitors of Vif-A3F interaction. HeLa A3F-eYFP + Vif (tagged APOBEC3F with the HIV-1 protein that degrades it), YFP fluorescence increase. hit rate 0.2% among 390,000. Potency, µM (highest dose often 46.1 µM), for inactives: top-dose activity, negative = active; further: potency means the concentration at half of the fitted maximal effect; % of control where 0% means no effect; nearly all actives have a fitted effect of over 65% in size
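HeLa cells stably expressing A3F-eYFP plus Vif, plated and incubated overnight at 37 deg C, then exposed to compounds overnight at 37 deg C. Blocked degradation read as raised yellow fluorescence (Ex 488/Em 500-530).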
USP1 inh: blocks the human USP1/UAF1 deubiquitinase complex | recombinant USP1/UAF1, Ub-Rhodamine cleavage fluorescence | O94782 | Potency, µM (doses to about 57.1 µM), inactives show at the top dose activity change, negative = inhibition, most hits filed as inhibitors | hit rate 0.23% among 390,000; further: potency means the concentration at half of the fitted maximal effect; on the % scale 0 is the no-effect control and ±100 the full control effect; nearly all actives have a fitted effect of over 60% in size; inactives centre near -12
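USP1/UAF1 complex (1 nM) preincubated 15 min at room temperature with compound, then Ub-Rho substrate (150 nM final) added. Kinetic fluorescence at 480/540 nm over 6 reads at 60 s intervals; 50 mM HEPES pH 7.8, 0.5 mM EDTA, 0.1 mg/ml BSA, 1 mM TCEP, 0.01% Tween-20.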
TrxR1 substrate: is turned over as a substrate by rat TrxR1; Potency, µM (titrated, usually from 114 µM), inactives show at the top dose activity change, negative = substrate turnover; purified TrxR1 substrate turnover, NADPH consumption readout; AID 588456; hit rate 0.01% among 390,000; further: potency means the concentration at half of the fitted maximal effect; on the % scale 0 is the no-effect control and ±100 the full control effect; nearly all actives have a fitted effect of over 50% in size
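Rat TrxR1, dispensed at 90 nM, was prereduced with 400 uM NADPH (final) for 5 min at ~22 deg C, then incubated with compound 15 min before 400 uM selenite. A first-read NADPH fluorescence drop versus no-compound background flagged substrates.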
RXFP1 ag: RXFP1 (human) receptor agonism; HEK293T-RXFP1 cAMP TR-FRET, 30 min; response scale: percent of porcine relaxin response, buffer zero; hit rate 0.3% among 370,000; Potency, µM (doses to about 57.5 µM), inactives show at the top dose activation, usual class: activators; further: potency means the concentration at half of the fitted maximal effect; on the % scale 0 is the no-effect control and ±100 the full control effect; nearly all actives have a fitted effect of over 60% in size; many of its hits are not listed in these tables
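cAMP rise read by TR-FRET after 30 min, 37C compound exposure (up to 58 uM) in RXFP1-transfected HEK293 cells with Ro 20174 present. EC50 from Hill-equation fits, with 29 nM porcine relaxin as 100% and buffer as basal.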
LDHA block: LDHA (human) enzyme inhibition; hit rate 0.15% among 480,000; activity change, % (values are at about 110 or 230 µM); purified LDHA, NADH/diaphorase-resazurin fluorescence; stronger effect = lower value; P00338; AID 1347041; in the data active means activity change below about -30%; inconclusive means mostly about -25% to -30%;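 further: plate controls were DMSO wells for no effect and wells without enzyme for full effect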
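Remaining NADH was detected by diaphorase (0.133 mg/mL) converting 37 µM resazurin to fluorescent resorufin, read at 0 and 20 minutes. The preceding 5-minute room-temperature reaction used 2 nM LDHA, 0.2 mM sodium pyruvate and 0.06 mM NADH at pH 7.4.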
GRP78 ERSR act: induces the endoplasmic reticulum stress response in human glioma cells. Potency, µM, for inactives: at the top dose activation, most hits filed as activators. U87-MG GRP78 promoter luciferase reporter, 16 h. hit rate 0.02% among 420,000; further: potency means the concentration at half of the fitted maximal effect; series mostly up to about 76 µM; % of control where 0% means no effect; nearly all actives have a fitted effect of over 35% in size
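ERSR induction read as luciferase luminescence (Bright-Glo, 10 min at room temperature) in stably transfected human U87-MG glioma cells exposed to compounds for 16 h, using GRP78 as sensor.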
Active calls of the source: *; ? = inconclusive; nt = not tested or not shown; & = joins results of further samples; [ ] = dose if it differs, or a comment. Unless noted, the call rests on the fitted dose curve; in most records, active means well fitted curve in the direction sought with a large enough effect; inconclusive means small, poorly fitted or top-dose-only effect, or another doubt; inactive means no such curve, though single readings can be large; an effect the other way counts as inactive or inconclusive. These rows are one share of the data, so the mix of outcomes need not match the whole.

# | SMILES | PI4K2A block | IDH1 R132H inh | Vif-A3G inh | Vif-A3F inh | USP1 inh | TrxR1 substrate | RXFP1 ag | LDHA block | GRP78 ERSR act
1 | O=C(NCC1CCCCC1)c1ccc(F)c(S(=O)(=O)N2CCOCC2)c1 | 5 | 1% | -4% | 3% | -9% | -2% | -1.6% | -4 | -4%
2 | FC(F)(F)COc1nc(OCC(F)(F)F)nc(N2CCN(c3ccccc3)CC2)n1 | 1 | 1% | 1% | -1% | ? | 6%[57.1 µM] | 3.1% | -4 | 6%
3 | O=C(CSc1nnc(CN2CCOCC2)n1-c1ccccc1)N1CCc2ccccc21 | 2 | 2% | -8% | -3% | -19% | 10%[57.1 µM] | 0.8% | -2 | -6%
4 | CC(NS(=O)(=O)c1ccc(Cl)c(Cl)c1)C(=O)OCC(=O)N1CCCCCC1 (configuration not stated) | 1 | 3% | 3% | -8% | -4% | -15% | 0.2% | -9 | 0%
5 | NC(=O)c1ccc(CN2CCC(Cc3ccccc3)CC2)cc1 | 7 | 13% | 1% | 0% | -8% | -1%[11.4 µM] | 3.5% | -1 | 1%
6 | CC(C(=O)NC(C)(C)C)N(C(=O)CS(=O)CC(=O)Nc1ccc(F)cc1)c1ccccc1F (configuration not stated) | 0 | 2% | 8% | 2% | -25% | 1% | 1.7% | -2 | -1%
7 | Cc1cc(Br)c(S(=O)(=O)NCCN2CCOCC2)cc1C | -2 | 4% | 0% | 2% | -15% | 1% | 1.2% | -6 | 3%
8 | O=C(c1cccc(N2CCCC2=O)c1)N1CCN(c2ccc(F)cc2)CC1 | 2 | 7% | 2% | 6% | -21% | 11% | 1.6% | 0 | -3%
9 | Cc1ccc2cc(CN(CC3CCCO3)S(=O)(=O)c3c(C)ccc4nsnc34)c(=O)[nH]c2c1 (configuration not stated) | 2 | 4% | 3% | -1% | 1% | -5% | -0.4% | -1 | -2%
10 | CCc1c(C)sc(NC(=O)c2cc(CC(C)C)on2)c1C#N | -1 | 17% | 1% | 6% | -23% | -3%[57.1 µM] | 1.5% | 0 | -1%
11 | O=[N+]([O-])c1ccc(N2CCCC2)nc1N1CCCC1 | 0 | 11% | -10% | -2% | -8% | -5%[57.1 µM] | 0.2% | 20 | -3%
12 | COCCCn1cc(C(=O)c2ccccc2OCC(=O)Nc2cccc(F)c2)cc(C#N)c1=O | 4 | -8% | -13% | -4% | -21% | 2%[57.1 µM] | -1.5% | 8 | -3%
13 | COc1ccc(/C=N/NC(=O)c2ccc[nH]2)cc1 | -9 | -7% | 2% | 0% | -22% | -10% | 0.1% | -1 | -7%
14 | CCOC(=O)C1=C(N)OC2=C(C(=O)CC(C)(C)C2)C1c1ccc(CC)s1 (configuration not stated) | 1 | 4% | 2% | -13% | -12% | -12% | 2.4% | 1 | 3%
15 | Cc1ccc(N2CCN(C(=O)c3c(C)oc4ncn(C)c(=O)c34)CC2)c(C)c1 | 4 | -4% | 1% | -2% | -9% | 5% | -1.0% | 1 | -1%
16 | O=C(NCCCCNC(=O)c1ccccc1F)c1ccccc1F | -6 | -9% | 0% | -1% | -12% | -5% | 0.7% | -11 | -5%
17 | Cc1cc(C)c2oc(=O)cc(CN3CCCCC3)c2c1 | 4 | 0% | 1% | -6% | -14% | 0% | 1.8% | -8&3 | -5%
18 | Cc1cc(CSc2ccc(Cl)cc2)ccc1N | 1 | -9% | -9% | -11% | -23% | -3% | nt | 4 | 3%
19 | O=C1CCC([N+](=O)[O-])C(c2cccc(Cl)c2Cl)N1 (configuration not stated) | 2 | 5% | 0% | -4% | 5% | 4%[57.1 µM] | -0.7% | -12 | -3%
20 | COC(=O)c1c(-c2ccccc2OC)sc2ccc(OC)cc12 | -3 | 2% | -17% | 0% | -13% | 3%[57.1 µM] | 2.7% | -10 | -4%
21 | O=c1cc(-c2ccccc2)nc2cc(-c3ccc(F)cc3)[nH]n12 | 1&1 | 1%&5% | ? | -31%&-9% | ? | 13%[11.4 µM] | 1.1% | -3&6 | 2%&2%
22 | COc1cccc(-c2cc3nc(NCCN4CCCC4)n(C)c(=O)c3s2)c1 | -2 | nt | -2% | nt | nt | nt | nt | 0 | 2%
23 | CCCCC(=O)Nc1ccc2c(c1)nc1n2CCN(CCOC)C1 | -2 | 10% | -1% | 5% | -9% | 36%[activator] | 4.1% | -2 | 1%
24 | CSC1=N/C(=C\c2ccc(Cl)cc2)C(=O)N1N(C)C | 7 | 12% | 2% | 0% | -11% | -6%[57.1 µM] | 3.6% | -3 | -2%
25 | Cc1cc(N2CCN(C)CC2)nc2ccc(NC(=O)Nc3ccc(Cl)cc3)cc12 | 5 | -4% | 2% | 1% | -25% | 9% | -2.5% | 0 | -3%
26 | Cc1ccc(C(=O)OCC(=O)Nc2ccc(N(C)C)cc2)cc1NC(=O)c1ccco1 | 0 | 5% | -2% | nt | -10% | 4% | -0.8% | 6 | -3%
27 | Cc1ccc(C(=O)NC(=S)Nc2cc(-c3nc4ccccc4s3)ccc2C)cc1 | 2 | -1% | -1% | 1% | -22% | -2% | -2.0% | -13 | 7%
28 | O=C(O)CSCc1ccc(Cl)cc1 | 7 | -4% | 7% | -1% | -1% | -7% | 1.1% | 2 | 9%
29 | CCc1c(-c2n[nH]c(=S)n2Cc2ccccc2)csc1C | -4 | 3% | -3% | -10% | -20% | -8% | -2.5% | -5 | -4%
30 | CCN(CC)S(=O)(=O)c1cc(C(=O)OCC(=O)Nc2ccc(-c3nc4ccc(C)cc4s3)cc2)ccc1F | -2 | -6% | -5% | 7% | -8% | 51%[activator] | 27% | -10 | -3%
31 | COc1ccc(OCC(=O)O/N=C(\N)Cc2ccc(Cl)cc2)cc1 | -1 | 1% | -4% | nt | 0% | 3% | 1.8% | 1 | -1%
32 | O=C(C1CCN(S(=O)(=O)c2cccnc2)CC1)N1CCN(c2ccccc2Cl)CC1 | 2 | 0% | -1% | -7% | -8% | 10%[57.1 µM] | 1.8% | -3 | -3%
33 | COc1ccc(N(C(=O)c2ccc(S(=O)(=O)N3CCCC3)cc2)C2C=CS(=O)(=O)C2)cc1 (configuration not stated) | 1 | 4% | 0% | 0% | -7% | -12% | 1.3% | -4 | -5%
34 | COc1ccccc1NCc1cc(=O)oc2c(C)c(O)ccc12 | 6 | -10% | 4% | 2% | -18% | 1% | 1.5% | -8 | 3%
35 | COC(=O)CCCC(=O)N1CCCC(CCC(=O)NCc2ccc(F)c(F)c2)C1 (configuration not stated) | 0 | 8% | -1% | -5% | -18% | -12%[57.1 µM] | 2.8% | -3 | 0%
36 | COc1cc(CN2C[C@@H](CO)O[C@@H](n3cnc4c(NCC(C)C)ncnc43)C2)cc(OC)c1OC | -1 | nt | -3% | nt | nt | nt | nt | -5 | -4%
37 | COc1ccccc1NC(=O)COC(=O)C1CCCC1 | 3 | -1% | -3% | -4% | -16% | 3% | nt | -10 | -4%
38 | O=C(Cc1ccc(NC(=O)C2CCCN(C(=O)c3ccccc3)C2)cc1)Nc1ccc(C(=O)N2CCOCC2)cc1 (configuration not stated) | -15 | 3%[38.3 µM] | 2% | 3% | -21% | 15% | nt | 5 | -3%
39 | CC1=CN(S(=O)(=O)c2ccc(C)cc2)C[C@@H]2[C@H]3CC[C@H](C3)[C@H]12 | -7 | 26% | 2% | -3% | -7% | 5% | nt | -5 | -2%
40 | N#CC1=C(N)SC(N)=C(C#N)C1c1cccc(O)c1 | -2 | -5% | -17% | -17% | ? | -3% | 18% | 8 | 2%
41 | C/C(=C\c1ccccc1)CN1CCN(Cc2ccc(C)o2)C(CCO)C1 (configuration not stated) | -1 | -5% | 1% | 9% | -1% | 0% | 4.4% | -15 | -2%
42 | COc1ccc2nc3ccccc3nc2c1NC(=O)c1ccccc1Cl | -6 | 1% | -12% | ? | ? | -10%[57.1 µM] | -1.8% | -1 | -2%
43 | COc1cccc(-c2cc(C(=O)O)no2)c1 | -4 | 7% | -7% | 0% | -11% | 7% | 0.5% | -4 | -3%
44 | CSc1cccc(NC(=O)CN(C)S(=O)(=O)c2ccc3c(c2)n(C)c(=O)c(=O)n3C)c1 | -4 | 8% | 2% | 5% | 1% | -5% | 11% | 9 | -1%
45 | CCCOC(=O)C(=O)NNc1ccccc1 | -3 | 4% | 0% | -9% | -6% | 6%[57.1 µM] | -0.2% | 2 | -2%
46 | O=C(O)CCC1(CCC(=O)O)c2ccccc2-c2ccccc21 | -1 | 4% | -8% | -1% | -26% | 8% | -4.7% | -1 | -7%
47 | CCOc1ccc(OCC)c(NC(=O)CSc2nnc(Cn3cnc4ccccc43)n2C)c1 | 1 | 1% | 1% | -2% | 7% | 2% | 0.8% | 2 | -1%
48 | COCCNC(=O)C1(C)CCCN(Cc2ccc(C)c3ccccc23)C1 (configuration not stated) | 6 | nt | 2% | nt | nt | nt | nt | -7 | -2%
49 | COc1ccc(OC)c(Nc2nc(-c3ccncc3)nc3ccccc23)c1 | 18 | 5% | ? | -7% | -28% | 14% | -0.5% | 2 | 0%
50 | COC(=O)CCC(=O)OC1(C)C(=O)C2=COC(c3ccc(OC)cc3)=CC2=C(Br)C1=O (configuration not stated) | ? | 9% | -2% | -3% | ? | -7% | 0.9% | 11 | -1%
